# Screening results: PubChem, National Center for Advancing Translational Sciences (NCATS)
# Pf growth 48h – Primary qHTS for delayed death inhibitors of the malarial parasite plastid, 48 hour incubation; P. falciparum luciferase growth in erythrocytes, 48 h; Potency, µM (titrated, usually from 28.7 µM), inactives show top-dose activity change, negative = inhibition, most hits filed as inhibitors; 310,000 compounds, 5.9% hits; AID 504832, 2011; also: potency is read from the fitted curve at half-maximal effect; % is scaled to controls: 0 for no effect and ±100 for the full control effect
#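 Read-out is firefly luciferase luminescence from an integrated reporter in P. falciparum, so falling signal marks reduced parasite growth. Infected erythrocytes were at 2% hematocrit and 0.1% parasitemia (final) in Albumax-supplemented RPMI 1640.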
# HCV inh – qHTS Assay for Inhibitors of Hepatitis C Virus (HCV) | Huh7.5.1 HCVcc-Cre infection, luciferase reporter, 44 h | Potency, µM (titrated, usually from 41.8 µM), for the others: at the top dose activity change, negative = inhibition, actives largely listed as inhibitors | 340,000 compounds, 3.4% hits; also: potency is read from the fitted curve at half-maximal effect; % is scaled to controls: 0 for no effect and ±100 for the full control effect
#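 Compounds are dispensed onto cells plated 4 h earlier at 1,000 per well, with HCVcc-Cre virus (about 0.5 moi) added next. Following 44 h of culture, luminescent signal is measured for 15 sec after 15 min with substrate at room temperature.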
# CHX counter – Cycloheximide Counterscreen for Small Molecule Inhibitors of Shiga Toxin | cell reporter, cycloheximide protein synthesis inhibition counterscreen | max response, % | 300,000 compounds, 12% hits; in the data active = max response mostly above about 13%, no sharp cut-off; inactive = mostly below about 14%; also: read at 38.3 µM for the half of the compounds with a filed dose; 0% is about no effect
# Pf growth 96h – Primary qHTS for delayed death inhibitors of the malarial parasite plastid, 96 hour incubation; Potency, µM (titrated, usually from 28.7 µM), for inactives: at the highest dose activity change, negative = inhibition, hits mostly inhibitors; P. falciparum luciferase reporter growth, 96 h; 320,000 compounds, 6.9% hits; also: potency is read from the fitted curve at half-maximal effect; % is scaled to controls: 0 for no effect and ±100 for the full control effect
#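 Two parasite generations (96 h, 37 C, 5% CO2) of compound exposure in infected erythrocytes (0.05% parasitemia, 2% hematocrit). Luciferase-reporter P. falciparum; decreased luminescence indicates inhibited growth, aimed at apicoplast-acting delayed death.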
# Shiga inhibitor – A qHTS for Small Molecule Inhibitors of Shiga Toxin; 290,000 compounds, 9.2% hits; Vero cells, Shiga toxin protein synthesis inhibition reporter; inhibition, % at 38.7 µM; in the data active = inhibition mostly above about 28%, no sharp cut-off; inactive = mostly below about 43%; also: 0% is about no effect
# Giardia FBPA inh – qHTS Assay for Inhibitors of Fructose-1,6-bisphosphate Aldolase from Giardia Lamblia; purified Giardia FBPA; Potency, µM (series often up to 59.6 µM), for the others: at the top dose activity, negative = inhibition, usual class: inhibitors; 290,000 compounds, 0.71% hits; AID 2451, 2010; also: potency is read from the fitted curve at half-maximal effect; % is scaled to controls: 0 for no effect and ±100 for the full control effect; nearly all actives have a fitted effect of over 55% in size
# Target sequence (A8B2U2 whole entry, looked up): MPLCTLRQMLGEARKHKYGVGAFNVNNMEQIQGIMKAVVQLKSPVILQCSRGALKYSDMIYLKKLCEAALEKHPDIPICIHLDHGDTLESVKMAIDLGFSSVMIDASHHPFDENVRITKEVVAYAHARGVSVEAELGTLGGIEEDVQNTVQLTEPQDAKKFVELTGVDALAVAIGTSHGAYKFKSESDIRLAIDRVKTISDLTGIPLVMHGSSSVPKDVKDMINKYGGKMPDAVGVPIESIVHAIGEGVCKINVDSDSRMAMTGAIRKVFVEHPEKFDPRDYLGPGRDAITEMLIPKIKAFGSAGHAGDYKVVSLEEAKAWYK
#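 40 nM FBPA preincubated 10 min at RT with compound (up to 57.5 uM final), then substrate plus GAPDH/TPI/NAD/arsenate coupling and diaphorase/resazurin added. Fluorescence read after 20 min at RT, 525/598 nm.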
# The depositor's hits bear a star; u = inconclusive; x = not tested or not shown; [ ] = remark or other dose. Unless noted, calls follow the shape of the dose curve; as a rule, active = well fitted curve in the direction sought with a large enough effect; inconclusive = small, poorly fitted or top-dose-only effect, or another doubt; inactive = no such curve, though single readings can be large; an effect the other way counts as inactive or inconclusive.
SMILES,Pf growth 48h,HCV inh,CHX counter,Pf growth 96h,Shiga inhibitor,Giardia FBPA inh
COc1ccc(N2CCN(C(=O)C(=O)c3c(C)[nH]c4ccccc34)CC2)cc1,4%,u,2,u,-4,x
CC(C)NC(=O)NC(=O)COC(=O)Cc1ccsc1,8%,26%,-4,-6%,-10,1%
Cc1ccc(C)c(Oc2nnnn2-c2ccccc2)c1,21%,-19%,7,x,20,6%
CC(C(=O)NCc1ccco1)c1ccc([N+](=O)[O-])cc1 (stereo unspecified),u,-3%,-1,-4%,-4,4%
CCC(C)NC(=O)CSC1=Nc2ccccc2C2=NC(CC(=O)NCc3ccc(F)cc3)C(=O)N12 (stereo unspecified),13µM*,12%,-3,u,-5,0%
Cc1cc(SCc2c(F)cccc2Cl)nc(=O)[nH]1,-16%,-1%,6,12µM*,5,x
Cc1ccc(S(=O)(=O)NCc2ccccn2)c(C)c1,13%,10%,-1,20%,-2,-3%
CCC(=O)c1cc2c(cc1NC(=O)C(C)C)OCCO2,-2%,6.3µM*,18,2.3µM*,-13,0%
N#C/C(=C1/C(=O)Nc2ccc(Br)cc21)c1ccccn1,11%,u,-1,2%,-5,0%
COc1ccccc1CNS(=O)(=O)c1ccc(-n2cccn2)cc1,-20%,-16%,7,u,-1,x
CCOC(=O)c1ccc(N=C2SC(C(=O)NCCc3ccccc3)CC(=O)N2C)cc1 (stereo unspecified),-14%,1%,1,27%,-8,4%
NC(=O)c1ccccc1NC(=O)CSc1nc2c(c(=O)[nH]1)CCCC2,22%,0%,-2,23%,1,u
O=C(CC1SCCNC1=O)Nc1ccccc1Cl (stereo unspecified),33%[activator],6%,19,-111%,14,3%
CSC1=NS(=O)(=O)c2c(C)nn(C)c2S1,-8%,-2%,0,-40%,2,16µM*
Cc1ccc(COC(=O)c2cc(S(=O)(=O)N3CCOCC3)ccc2C)cc1,9.3µM*,u,x,13µM*,x,x
Nc1nnn(Cc2ccccc2)n1,-11%,17%,-1,-7%,-4,4%
COc1ccc(CCNC(=O)C2CCN(C(=O)c3ccc(Cl)cc3)CC2)cc1OC,-9%,-10%,0,-17%,-13,3%
O=C(CSC1c2ccccc2C(=O)N1c1ccccc1)N1CCOCC1 (stereo unspecified),12%,5%,3,28%,14,1%
O=C(CCS(=O)(=O)c1cccs1)Nc1ccc(C(=O)NCc2ccc(F)cc2)cc1,u,1%,1,u,-14,2%
Cc1ccccc1OCC(=O)Nc1cccc(S(=O)(=O)NC2=NCCCCC2)c1,u,-5%,x,u,x,x
CCCCCNC(=O)c1cc(S(=O)(=O)N2CCCCC2)ccc1F,15%,-1%,-1,22%,11,-3%
CCOc1ccc(NC(=O)CN(C)C(=O)C2CC(=O)N(c3ccc4c(c3)OCCO4)C2)cc1OCC (stereo unspecified),u,u,x,u,x,x
C=C1c2cc(CC)ccc2NC(=O)N1c1ccc(C)cc1,x,-1%,1,u,17,0%
COc1ccc(C2CC(c3ccccc3)=NN2C(=O)CN2N=NC3C(=O)N(c4cccc(F)c4)C(=O)C32)cc1 (stereo unspecified),-14%,7%,11*,u,-9,-2%
NS(=O)(=O)c1ccc(NCCCn2ccnc2)c([N+](=O)[O-])c1,-4%,13%,-5,u,-6,-5%

# Two entries from above, as tab-separated lines:
canonical_smiles	Pf growth 48h	HCV inh	CHX counter	Pf growth 96h	Shiga inhibitor	Giardia FBPA inh
O=C(CSC1c2ccccc2C(=O)N1c1ccccc1)N1CCOCC1 (stereo unspecified)	12%	5%	3	28%	14	1%
O=C(CCS(=O)(=O)c1cccs1)Nc1ccc(C(=O)NCc2ccc(F)cc2)cc1	u	1%	1	u	-14	2%

# (cont.)
SMILES,Pf growth 48h,HCV inh,CHX counter,Pf growth 96h,Shiga inhibitor,Giardia FBPA inh
NC(N)=NN=C1CCC(c2ccccc2)CC1 (stereo unspecified),6%,-5%,-2,4%,-5,-16%
COC(=O)c1[nH]c2cc(OC)ccc2c1NC(=O)c1nonc1C,44%[activator],-5%,-3,58%[activator],-13,3%
CC(Sc1cnc2ccccc2n1)C(=O)O (stereo unspecified),x,6%,2,21%,3,10%
NC(=O)CSc1oc(-c2ccco2)nc1S(=O)(=O)c1ccc(F)cc1,2%,-12%,-2,u,37,-2%
O=C(NCc1ccncc1)c1ccc(Br)cc1,15%,0%,-2,110%[activator],-9,5%
Cc1nn(C(C)C(=O)NCCCN2CCCCCC2)c(=O)c2cc3sccc3n12 (stereo unspecified),8%,-18%,-9,0%,-5,x
COc1cc(OC)cc(C(=O)NC(c2ccccc2)c2ccccc2)c1,u,-7%,-1,12µM*,-19,7%
COC(=O)C(CC(C)C)Oc1ccc2c(C)cc(=O)oc2c1 (stereo unspecified),u,-18%,0,1%,-5,-4%
CCN1CCN(CCCNC(=O)c2ccc3c(c2)NC(=O)/C(=C\c2cccc(C)c2)S3)CC1,u,1.8µM*,-11,-26%,-15,x
C=C(C)C1CC=C(C)/C(=N/NC(=S)Nc2ccccc2)C1 (stereo unspecified),10%,u,21*,54%[activator],27,18%
O=C(OCc1c(F)cccc1Cl)c1cccnc1Cl,19%,18%,-3,17%,6,10%
NNC(=O)c1ccc(Cn2cc(Br)c(N)n2)cc1,47%[activator],17%,12*,0%,18,-4%
CCOc1ccc(NC(=O)CN(C)C(=O)c2ccc(N3CCCCC3)c([N+](=O)[O-])c2)cc1OCC,4%,u,x,3%,x,x
Cc1cc(C)c2nc(-c3ccco3)cc(C(=O)O)c2c1,38%[activator],15%,1,30%[activator],-7,-11%
CCC(C)(C)NC(=O)Cn1c(-c2ccccc2)cc(C(C)=O)c1C,-17%,4%,2,u,24,2%
CN(Cc1ccccc1)S(=O)(=O)c1nnc(NC(=O)c2ccccc2F)s1,1%,15%,-3,94%[activator],-6,x
COc1ccc(Nc2nc(C)cc(C)n2)cc1Cl,75%[activator],-21%,26*,-29%,76,u
CCOC(=O)c1cnc2scnn2c1=O,x,-6%,6,-1%,-10,0%
COc1ccc(/C=C/C(=O)Nc2cc(=O)n(C)c(=O)n2C)cc1,42%[activator],-17%,31*,0%,21,4%
CS(=O)(=O)c1ccc(-c2cccc(NC(=O)COc3ccccc3)c2)nn1,28%,-6%,-1,35%,10,8%
O=C(NCc1ccccc1F)C1CCCN(c2cnccn2)C1 (stereo unspecified),0%,9%,1,3%,-12,x
COc1cc(NC(=O)C2C3C=CC(C3)C2C(=O)O)ccc1NC(=O)c1ccccc1 (stereo unspecified),22%,-15%,12,-21%,5,8%
COc1cccc(-c2nc(C(N)=O)c3[nH]c(=O)n(-c4cccc(Cl)c4)c3n2)c1OC,15µM*,-18%,-3,u,13,0%
O=C(NCCc1ccccc1)C1CCCN1S(=O)(=O)c1cccc2nsnc12 (stereo unspecified),-13%,16%,-1,15%,8,x
CC1CC(C)CN(C(=O)c2cccc3c2-c2ccccc2C3=O)C1 (stereo unspecified),-4%,u,-1,u,3,7%

# Copied from the results shown (16 entries):
SMILES,Pf growth 48h,HCV inh,CHX counter,Pf growth 96h,Shiga inhibitor,Giardia FBPA inh
C=C(C)C1CC=C(C)/C(=N/NC(=S)Nc2ccccc2)C1 (stereo unspecified),10%,u,21*,54%[activator],27,18%
O=C(OCc1c(F)cccc1Cl)c1cccnc1Cl,19%,18%,-3,17%,6,10%
NNC(=O)c1ccc(Cn2cc(Br)c(N)n2)cc1,47%[activator],17%,12*,0%,18,-4%
CCOc1ccc(NC(=O)CN(C)C(=O)c2ccc(N3CCCCC3)c([N+](=O)[O-])c2)cc1OCC,4%,u,x,3%,x,x
Cc1cc(C)c2nc(-c3ccco3)cc(C(=O)O)c2c1,38%[activator],15%,1,30%[activator],-7,-11%
CCC(C)(C)NC(=O)Cn1c(-c2ccccc2)cc(C(C)=O)c1C,-17%,4%,2,u,24,2%
CN(Cc1ccccc1)S(=O)(=O)c1nnc(NC(=O)c2ccccc2F)s1,1%,15%,-3,94%[activator],-6,x
COc1ccc(Nc2nc(C)cc(C)n2)cc1Cl,75%[activator],-21%,26*,-29%,76,u
CCOC(=O)c1cnc2scnn2c1=O,x,-6%,6,-1%,-10,0%
COc1ccc(/C=C/C(=O)Nc2cc(=O)n(C)c(=O)n2C)cc1,42%[activator],-17%,31*,0%,21,4%
CS(=O)(=O)c1ccc(-c2cccc(NC(=O)COc3ccccc3)c2)nn1,28%,-6%,-1,35%,10,8%
O=C(NCc1ccccc1F)C1CCCN(c2cnccn2)C1 (stereo unspecified),0%,9%,1,3%,-12,x
COc1cc(NC(=O)C2C3C=CC(C3)C2C(=O)O)ccc1NC(=O)c1ccccc1 (stereo unspecified),22%,-15%,12,-21%,5,8%
COc1cccc(-c2nc(C(N)=O)c3[nH]c(=O)n(-c4cccc(Cl)c4)c3n2)c1OC,15µM*,-18%,-3,u,13,0%
O=C(NCCc1ccccc1)C1CCCN1S(=O)(=O)c1cccc2nsnc12 (stereo unspecified),-13%,16%,-1,15%,8,x
CC1CC(C)CN(C(=O)c2cccc3c2-c2ccccc2C3=O)C1 (stereo unspecified),-4%,u,-1,u,3,7%

# The listing continues.
SMILES,Pf growth 48h,HCV inh,CHX counter,Pf growth 96h,Shiga inhibitor,Giardia FBPA inh
Cc1ccccc1SCC(=O)NNC(=O)c1ccccc1O,5%,u,3,3%,-4,x
CNC(=S)NCc1ccc2[nH]c(C)cc2c1,-1%,-2%,18,0%,19,1%
O=C(CN1C(=O)c2ccccc2S1(=O)=O)c1ccccc1,89%[activator],-4%,-9,x,-35,0%
COc1ccccc1N1C(=O)[C@@H]2[C@H](C1=O)[C@H](C(=O)c1ccc(OC(C)=O)cc1)N1N=CC=C[C@@H]21,-7%,-10%,9,-15%,-2,u
CCOC(=O)c1cnn(-c2ccccc2)c1NC(=O)c1ccc(C)cc1,14%,-16%,-2,x,-13,9%
Cc1nnsc1C(=O)Nc1ccc(Cl)cc1Cl,4%,26%,-1,0%,-12,6%
CC1Cc2ccccc2N1C(=O)CSc1nn2c(=O)c(C(C)(C)C)nnc2s1 (stereo unspecified),-27%,-18%,-5,u,-9,-2%
Cc1cccc(N2C(=O)c3ccc(C(=O)Nc4cccc(C(=O)O)c4)cc3C2=O)c1,57%[activator],22%,10,13µM*,19,17%
CCN(CC)C(=O)c1ccc(S(=O)(=O)N2CCC(c3nc4ccccc4s3)CC2)cc1,u,2.5µM*,6,u,-5,-5%
CCOC(=O)Cn1nc(NC(=O)COc2ccc(F)cc2)cc1C,u,x,-2,17%,-15,-19%
Cc1ccccc1NC(=O)C1CCN(S(=O)(=O)c2cccs2)CC1,-37%[5.75 µM],-10%,-2,38%[5.75 µM],21,5%
CN(CCOc1ccc(Cl)cc1)C(=O)c1ccc(S(=O)(=O)N2CCOCC2)cc1,u,u,2,u,28,-9%
CSc1ncc(C(=O)Nc2ccc(C(C)=O)cc2)c(C)n1,u,-28%,35*,2.6µM*,80*,-10%
O=C/C(=C\Nc1ccc(C(=O)N2CCOCC2)cc1)c1nc2ccccc2o1,16%,13%,-1,5%,1,-24%
Cc1c(C(=O)N(C)C)sc(NC(=O)c2cccc([N+](=O)[O-])c2)c1C#N,29%,1%,-1,3%[5.75 µM],26,9%
CC1(C(=O)N2CC3(CC(c4ccccc4)=NO3)C[C@H]2C(=O)NCC(N)=O)CC1 (stereo partly specified),27%,9%,0,44%[activator],-11,-7%
CCOC(=O)c1nc(Nc2ccc(C)cc2)c2ccccc2n1,x,u,22,-42%,14,-9%
CC(=O)Nc1cccc(NC(=O)c2ccc(Br)cc2)c1,184%[activator],11%,27*,u,48,-9%
CC(C)(C)c1ccc(-n2nc(C(N)=O)c(O)cc2=O)cc1,u,21%,0,-4%,-3,-8%
CC(Oc1ccc(NC(=O)c2ccco2)cc1)C(=O)N1c2ccccc2CC1C (stereo unspecified),u,-28%,-1,5.2µM*,-7,2%
